EPAC2 agonist = qHTS for Agonist of cAMP-regulated guanine nucleotide exchange factor 4 (EPAC2): primary screen | Rap guanine nucleotide exchange factor 4 (Homo sapiens), Q8WZA2 | EPAC2 activation, biochemical qHTS; response scale: 100% = 6.5 mM cAMP response | Potency, µM (titrated, usually from 154 µM), without a hit: at the top dose activation, actives largely listed as activators | 0.079% of 360,000 active | AID 720711, 2013; note: potency is the fitted concentration of half-maximal effect; nearly all actives have a fitted effect of over 50% in size
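Nucleotide exchange monitored as fluorescence drop when BODIPY-GDP leaves Rap1B. Reaction: 100 nM EPAC2, 250 nM RAP1B-BODIPY-GDP, 50 uM GDP, room temperature, kinetic read over 30 min. Activity expressed relative to 6.5 mM cAMP.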
CCT chaperon mod = High-Throughput Screening for Modulators of Cytosolic Chaperonin Activity; purified chaperonin ATPase assay, HTRF ADP detection, 30 min; activity change, % (no concentration beside the values), hits read low; 0.3% of 360,000 active; in the data active = activity change below about -30%; note: % is set by controls: 0 for no effect and ±100 for the full control effect
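TRiC (40 or 20 nM final, by batch activity) in 30 mM Tris pH 7.4, 100 mM KCl, 5 mM MgCl2, 1 mM DTT was treated with compound at 76 uM single dose, then 10 uM ATP, 30 min at 37 °C. ADP was read by HTRF Transcreener.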
IL2 activator = qHTS of IL-2 Activators. 0.065% of 360,000 active. IL-2 activation reporter assay, cell-based qHTS; stimulated with anti-CD3/CD4/CD28 beads; in transgenic mouse T cells. activation, % (series mostly up to about 46 µM); in the data active = activation above about 50%; inconclusive = mostly about 30% to 49%; note: 0% is about no effect
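Screening format: compound pinned onto unstimulated transgenic mouse T cells, 60 min incubation, then anti-CD3/anti-CD4/anti-CD28 bead stimulation for 18 hours at 37 degrees C, followed by EGFP and DsRed detection.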
EPAC1 agonist = qHTS for Agonist of cAMP-regulated guanine nucleotide exchange factor 3 (EPAC1): primary screen | Rap guanine nucleotide exchange factor 3 (Homo sapiens), O95398 | EPAC1 agonist qHTS, biochemical assay; response scale: 100% = response to 6.5 mM cAMP | Potency, µM (titrated, usually from 154 µM), inactives show at the top dose activation, most hits filed as activators | 0.073% of 360,000 active; note: potency is the fitted concentration of half-maximal effect; nearly all actives have a fitted effect of over 60% in size
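Read-out is the fluorescence drop as BODIPY-GDP leaves Rap1B (480 nm excitation, 540 nm emission), recorded every 5 minutes over 30 minutes. Reactions held 100 nM EPAC1, 250 nM Rap1B–BODIPY-GDP and 50 uM GDP, with 6.5 mM cAMP setting full activation.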
EPAC1 antagonist = qHTS for Antagonist of cAMP-regulated guanine nucleotide exchange factor 3 (EPAC1): primary screen | Rap guanine nucleotide exchange factor 3 (Homo sapiens), O95398 | EPAC1 GEF assay, Rap1b-BODIPY-GDP exchange fluorescence | Potency, µM (highest dose often 115 µM), for inactives: top-dose activity change, negative = inhibition, usual class: inhibitors | 0.14% of 360,000 active | AID 720709, 2013;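 note: potency is the fitted concentration of half-maximal effect; plate controls were vehicle for no effect and positive control for full effect; nearly all actives have a fitted effect of over 50% in size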
PLK1 PBD block = qHTS for Inhibitors of PLK1-PDB (polo-like kinase 1 - polo-box domain): Primary Screen; Plk1 PBD binding of FITC phosphopeptide, fluorescence polarization; AID 720504, 2013; 2.8% of 360,000 active; Serine/threonine-protein kinase PLK1 (Homo sapiens), P53350; Potency, µM, for inactives: max response, negative = inhibition, usual class: inhibitors; note: potency is the fitted concentration of half-maximal effect; series mostly up to about 57 µM; % is set by controls: 0 for no effect and ±100 for the full control effect; nearly all actives have a fitted effect of over 65% in size
Target sequence (P53350 whole entry, looked up, the tested form may be a part): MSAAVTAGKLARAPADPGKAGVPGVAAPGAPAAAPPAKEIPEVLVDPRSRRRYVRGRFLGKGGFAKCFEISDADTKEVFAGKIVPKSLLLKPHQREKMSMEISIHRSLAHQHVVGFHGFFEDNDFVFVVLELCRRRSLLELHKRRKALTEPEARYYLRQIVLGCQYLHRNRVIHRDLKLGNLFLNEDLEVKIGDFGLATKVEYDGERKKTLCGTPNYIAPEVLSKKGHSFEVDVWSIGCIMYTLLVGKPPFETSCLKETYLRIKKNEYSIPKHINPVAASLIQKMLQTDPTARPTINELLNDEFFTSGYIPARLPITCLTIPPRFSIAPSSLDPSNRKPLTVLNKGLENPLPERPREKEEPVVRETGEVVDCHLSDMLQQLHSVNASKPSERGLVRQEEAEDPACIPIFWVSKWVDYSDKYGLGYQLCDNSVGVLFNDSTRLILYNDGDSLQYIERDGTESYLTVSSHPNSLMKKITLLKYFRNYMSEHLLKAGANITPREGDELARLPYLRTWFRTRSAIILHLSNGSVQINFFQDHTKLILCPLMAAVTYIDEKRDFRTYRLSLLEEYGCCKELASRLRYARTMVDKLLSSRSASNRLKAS
PI5P4Ka inh = qHTS for Inhibitors of phosphatidylinositol 5-phosphate 4-kinase (PI5P4K). AID 652105, 2013. 1.2% of 330,000 active. Phosphatidylinositol 5-phosphate 4-kinase type-2 alpha (Homo sapiens), P48426. max response, %. PI5P4Kalpha enzyme, ADP-Glo luminescence, 60 min; stronger effect = lower value; active = max response of -50% or lower; inconclusive = between -30% and -50%; inactive = -30% or higher; note: value at the top dose of about 77 µM; % is set by controls: 0 for no effect and ±100 for the full control effect
Target sequence (P48426 whole entry, looked up): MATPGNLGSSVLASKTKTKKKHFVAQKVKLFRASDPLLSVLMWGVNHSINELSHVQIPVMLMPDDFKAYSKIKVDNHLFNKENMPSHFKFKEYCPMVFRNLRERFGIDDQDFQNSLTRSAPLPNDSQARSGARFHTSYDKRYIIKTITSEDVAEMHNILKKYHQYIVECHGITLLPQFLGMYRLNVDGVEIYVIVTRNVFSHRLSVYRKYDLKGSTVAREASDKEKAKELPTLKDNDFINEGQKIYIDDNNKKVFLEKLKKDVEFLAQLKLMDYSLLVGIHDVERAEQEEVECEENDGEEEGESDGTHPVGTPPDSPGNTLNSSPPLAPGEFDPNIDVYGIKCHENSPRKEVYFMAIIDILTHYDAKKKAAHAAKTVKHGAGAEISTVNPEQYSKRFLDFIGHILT
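PI5P4Kalpha ADP-Glo assay; 5 microM ATP final; 60 min RT reaction; HEPES pH 7.4/EGTA/CHAPS, 5% DMSO; controls lacking substrate or enzyme; luminescent end-point.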
WRN helicase inh = qHTS for Inhibitors of WRN Helicase. Bifunctional 3'-5' exonuclease/ATP-dependent helicase WRN (Homo sapiens), Q14191. WRN helicase unwinding, fluorescent forked duplex, kinetic. Potency, µM (highest dose often 114 µM), inactives show at the top dose activity change, negative = inhibition, hits mostly inhibitors. 0.46% of 360,000 active. AID 651768, 2012; note: potency is the fitted concentration of half-maximal effect; % is set by controls: 0 for no effect and ±100 for the full control effect; nearly all actives have a fitted effect of over 55% in size
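WRN at 20 nM final preincubated with compound 15 min at room temperature; reaction started with 100 nM fluorophore/quencher forked duplex oligonucleotide and 2 mM ATP final. Unwinding followed kinetically by red fluorescence (ex 525, em 598 nm).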
The depositor's hits bear a star; ? = inconclusive; nt = not tested or not shown; [ ] = remark or other dose. Unless noted, calls come from the whole dose curve; as a rule, active = well fitted curve in the direction sought with a large enough effect; inconclusive = small, poorly fitted or top-dose-only effect, or another doubt; inactive = no such curve, though single readings can be large; an effect the other way counts as inactive or inconclusive. Some of the compounds tested. The share of hits here may be higher or lower than overall.

SMILES	EPAC2 agonist	CCT chaperon mod	IL2 activator	EPAC1 agonist	EPAC1 antagonist	PLK1 PBD block	PI5P4Ka inh	WRN helicase inh
Cn1c(=O)c2c(nc(SCC(=O)c3cccs3)n2Cc2ccc(F)cc2)n(C)c1=O	6%	0.2	-1.3	6%	-19%	-9%	nt	-9%
COc1cccc(/C=C/C(=O)c2ccc3c(c2)OCCO3)c1OC	11%	0.4	-4.5	15%	-21%	-13%	2	-8%
CC(=O)c1ccc(N2CCN(CC(O)COC(c3ccccc3)c3ccccc3)CC2)cc1 (stereo not drawn)	19%	-1.2	-0.1	4%	-18%	-18%	1	-23%
O=C(NCc1cccc(Cl)c1)c1ccc(N2CC3CC(C2)c2cccc(=O)n2C3)c(NC(=O)c2cccnc2)c1 (stereo not drawn)	0%	-0.1	0.2	0%	6%	-3%	0	-2%[57.1 µM]
Cc1ccc(-n2ncc3c(=O)n(-c4ccc(C)c(C)c4)c(-c4ccco4)nc32)cc1	-15%	-1.0	0.8	9%	-2%	-2%	3	-6%
Cc1ccc(S(=O)(=O)NCc2ccccc2)cc1C(=O)N(C)CC(=O)Nc1c(Cl)cccc1Cl	10%	-3.6	-5.2	-1%	-6%	-4%	1	-3%
Cc1sc(NC(=O)c2cc(-c3ccccc3)nc3ccccc23)c(C(N)=O)c1C	3%	-0.5	1.8	15%	8%	-2%	15	5%
COCCCNC(=S)NNC(=O)C(O)(c1ccccc1)c1ccccc1	5%	1.1	2.6	-1%	?	-7%	-4	-2%
COc1ccccc1CNC(=O)CSc1ccc(-c2ccccn2)nn1	7%	-23	-0.8	5%	-17%	-6%	-2	-1%
Cc1nnc(SCCC(=O)Nc2ccc(Cl)cc2)o1	7%	-1.2	-0.8	3%	2%	-3%	7	-17%
COC(=O)c1sc(NC(=O)CSc2nc3nc(C)cc(C)n3n2)c(C(=O)OC)c1C	10%	1.2	-3.4	-2%	-7%	-8%	?	-27%
CSc1ccc(/C=C2/C(=N)N3N=C(CC(=O)N4CCCC4)SC3=NC2=O)cc1	6%	-1.3	-1.3	-5%	7%	-16%	-6	5%[11.6 µM]
CCn1c2ccc(C)cc2c2n[nH]c(=S)nc21	11%	0.0	2.7	-1%	-7%	?	1	?
COc1ccccc1N1C(=O)C(Cl)=C(Nc2ccccc2O)C1=O	8%	-3.1	-2.1	1%	-14%	6.7µM*	?	-30%[57.1 µM]
CCC(CO)Oc1cc(NC(=O)c2cccc(C)c2)c2ncn(C(C)C)c2c1 (stereo not drawn)	13%	0.5	-0.1	-5%	-17%	-10%	-8	-6%
CC(=O)Nc1ccc(C(=O)CCl)cc1	1%	-0.3	-0.7	-17%	-15%	5.3µM*	2	-13%
NCC(c1ccccc1)c1c[nH]c2ccccc12 (stereo not drawn)	3%	-0.9	0.2	13%	1%	-1%	1	-8%
Cc1ccc(NC(=O)c2cnccn2)cc1S(=O)(=O)N(C)C	12%	-0.1	-0.1	-2%	9%	-5%	-3	-23%
O=C(CCNC(=O)c1ccco1)Nc1ccccc1N1CCOCC1	3%	-4.2	-1.1	-7%	-9%	-3%	4	-4%
COc1ccc(NC(=O)CC2C(=O)N(C)C(=S)N2CCc2ccccc2)cc1 (stereo not drawn)	3%	-0.8	0.0	7%	11%	0%	6	?
Cc1nn(-c2ccccc2)c(C)c1C=O	10%	1.2	0.4	8%	4%	-5%	1	3%
CSc1ccccc1NC(=S)NC1CCCC1	0%	0.9	-2.0	5%	-5%	-7%	5	-3%
Cc1nc2nc(SCC(=O)c3ccccc3)[nH]c2cc1Br	-2%	1.2	-3.8	1%	1%	1%	5	-1%
Cc1c(C(=O)N(C)C2CC(C)(C)NC(C)(C)C2)oc2c(F)cccc12	-7%	-5.7	-2.6	10%	-15%	-4%	-2	-32%
O=C(C=Cc1ccc2c(c1)OCO2)C=Cc1ccc2c(c1)OCO2	20%	-2.3	2.6	-3%	8%	-4%	-1	-5%
CO[C@H](C(=O)N(C)C[C@@H]1OCc2ccccc2-c2c(n(C)c3ccccc23)C(=O)N([C@H](C)CO)C[C@@H]1C)c1ccccc1	3%	-0.4	-1.6	-10%	13%	-6%	-6	3%
CC(=O)N1CCc2cc(Br)cc(S(=O)(=O)N3CCN(C(=O)c4ccco4)CC3)c21	2%	-1.2	-1.4	8%	6%	-12%	-9	5%
Cc1noc(C)c1-c1ccc(C(=O)NCCN2CCOCC2)c2occc12	6%	0.0	0.0	0%	7%	3%	-2	3%
COc1cc(CCC(=O)OCC(=O)Nc2ccc(F)cc2F)cc(OC)c1OC	5%	2.3	-3.2	4%	3%	0%	1	-7%
CC(=O)N(c1cccc(Cl)c1)c1nc(C)cc(C)c1C#N	4%	-2.1	0.6	-1%	-3%	1%	3	-4%
O=C(SCc1c(O)c2ccccc2oc1=O)c1ccccc1	-2%	1.1	-2.8	0%	4%	13µM*	-27	-1%
CCOC(=O)c1cnc(SC)nc1N	1%	0.8	-0.3	2%	-12%	-3%	-7	-14%
CCCCNC(=O)C[C@@H]1C[C@@]2(C(=O)OC)CC(C)(C)CC=C2N(Cc2ccc3c(c2)OCO3)C1=O	-2%	nt	0.4	-8%	-16%	-1%	6	-1%
CCOc1ccc(CCNC(=O)CCC(=O)c2cccs2)cc1OCC	8%	1.1	0.0	-9%	-6%	-1%	3	15%
Cc1ccc(NC(=S)NC2CC3CCC(C2)N3Cc2ccco2)c(C)c1 (stereo not drawn)	12%	-1.1	-1.7	13%	4%	-10%	nt	-7%
Cc1ccc(S(=O)(=O)NC(CC(C)C)C(=O)Nc2ccncc2)cc1 (stereo not drawn)	0%	-1.1	-5.5	0%	10%	0%	6	-2%
CC1CCCCC12NC(=O)N(CC(=O)N1CCN(S(=O)(=O)c3ccc(Cl)s3)CC1)C2=O (stereo not drawn)	4%	-0.6	-2.7	1%	3%	-2%	-21	-8%
Cc1noc(C)c1S(=O)(=O)N(C)C[C@H]1Oc2ccc(NS(=O)(=O)c3ccccc3)cc2C(=O)N([C@H](C)CO)C[C@@H]1C	10%	0.8	-0.2	0%	-5%	-10%	8	-5%
CCOc1ccc(-c2nnc(N3CCOCC3)c3ccccc23)cc1	1%	-1.4	-1.7	10%	11%	3%	-3	5%
CCNC(=O)C1(C)CCCN(Cc2cccc3c2OCCO3)C1 (stereo not drawn)	6%	-0.2	0.9	-11%	6%	-2%	0	-1%
O=C(O)c1ccc(NC(=O)c2ccccc2NC(=O)c2cccc(Br)c2)cc1	1%	1.3	-0.3	-1%	2%	21µM*	-11	-9%
CCOCCn1c(CN(Cc2ccccc2)Cc2ccccc2)nc2c1c(=O)n(C)c(=O)n2C	13%	-10	-1.6	-13%	-12%	2%	17	-11%
COc1ccc(/C=C(/C(=O)c2ccc(Cl)cc2Cl)n2cncn2)cc1	17%	1.1	-0.6	19%	-10%	-22%	nt	-1%
O=C1c2ccccc2-c2nnc(-c3ccc(F)cc3)cc21	8%	-3.0	2.0	-2%	13%	-7%	-12	9%
CC1=NN(C(N)=S)C(=O)C1N=Nc1ccc(O)cc1 (stereo not drawn)	3%	-3.3	0.0	-4%	?	?	-27	-31%[57.1 µM]
COc1ccc(C(=O)N/C(=C\c2cn(C)c3ccccc23)C(=O)OCCN(C)C)cc1	5%	-1.1	0.3	-3%	7%	4%	7	-24%
O=C(c1ccc([N+](=O)[O-])cc1)N1C=CC(C(F)(F)F)=NCC1	11%	-2.3	0.1	0%	?	-20%	10	0%
O=c1[nH]ncc(N/N=C\c2cccnc2)c1Cl	4%	1.6	0.7	2%	11%	1%	-1	-4%
Cc1cccc(OCc2nnc(SCC(=O)N3c4ccccc4CCc4ccccc43)o2)c1	7%	-1.7	-3.1	17%	-15%	-6%	5	-5%
Nc1nnc(SCC(=O)Nc2cc(F)ccc2F)s1	-6%	1.4	1.0	1%	10%	-1%	-17	-10%
Fc1ccc(Cn2cnc3ccccc32)cc1	-9%	-1.3	-3.0	-8%	4%	-2%	0	1%
CC(=C/c1ccco1)/C=N/NC(=O)CSc1nnc(SCc2ccc(C)cc2)s1	9%	-2.1	-1.4	14%	-7%	-7%	?	-15%
COC(=O)[C@@H](NC(=O)NC1CCCCC1C)C(C)C (stereo partly drawn)	4%	0.3	-0.8	5%	14%	-6%	0	2%
CS(=O)(=O)N(CC(=O)Nc1c(F)cccc1F)c1cccc([N+](=O)[O-])c1	24%	-13	-0.2	-8%	-3%	-13%	4	-2%
COC(=O)CN1C(=O)C(C)(C)Oc2ccc(C(=O)NC3CC3)cc21	2%	-2.6	-3.7	-2%	15%	0%	nt	-5%
COc1ccc(-n2nnc3c(SCc4ccccc4)ncnc32)cc1	14%	-0.2	-0.5	6%	0%	-1%	-1	-5%
CNS(=O)(=O)c1cnccc1N1CCN(c2cccc(Cl)c2)CC1	9%	-3.5	0.0	-2%	-19%	-8%	-4	-2%
C=CC[C@H](CC(=O)NCCO)C(=O)N[C@H](COC(=O)[C@@H](CC=C)Cc1ccc(F)cc1)c1ccccc1	-8%	0.7	0.0	-26%	13%	-2%	-7	-8%
COc1cccc(CNC(=O)c2ccc(COc3ccccc3)cc2)c1	23%	-2.3	-3.8	10%	-17%	-11%	11	-21%
Cc1cc(C)c(C)c(S(=O)(=O)NCc2ccncc2)c1C	11%	-1.2	-0.8	14%	12%	-6%	2	-1%[57.1 µM]

Look-ups from above:
Under EPAC1 agonist, O=C(c1ccc([N+](=O)[O-])cc1)N1C=CC(C(F)(F)F)=NCC1 has 0%
Under PI5P4Ka inh, CCOC(=O)c1cnc(SC)nc1N has -7

Assay outcomes (PubChem)
